ELG1 repair inh: inhibitors of ELG1-dependent DNA repair in HEK293T cells; HEK293T ELG1-luciferase reporter, luminescence, 16 h; DNA damage induced by 5-fluorouridine; hit rate 2.3% among 330,000; AID 504467; Potency, µM (doses to about 46.1 µM), for inactives: top-dose activity change, negative = inhibition, usual class: inhibitors; further: potency means the concentration at half of the fitted maximal effect; on the % scale 0 is the no-effect control and ±100 the full control effect; nearly all actives have a fitted effect of over 55% in size
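Quantitative HTS, concentration-response format. 2,000 cells/well co-treated with 5-fluorouridine and compound, 16 hr in 5% CO2 at 37 °C; ONE-Glo luminescence read after 30 min.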
Rab9 promoter act: activators of Rab9 promoter. hit rate 2.8% among 320,000. AID 485297. Huh7 Rab9 promoter-luciferase reporter, luminescence, 24 h. Potency, µM (doses to about 9.22 µM), without a hit: at the highest dose activation, negative = inhibition, usual class: activators; further: potency means the concentration at half of the fitted maximal effect; % of control where 0% means no effect; nearly all actives have a fitted effect of over 60% in size
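Rab9 promoter-driven luciferase in stably transfected Huh7 cells; 1500 cells/well rested 2 h, exposed to compound in DMSO for 24 h at 37 °C, 5% CO2. Luminescence read 10 min after adding luciferase reagent at ambient temperature.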
p53 reactivation: mutant p53 re-activation in reporter cells; Potency, µM (top dose mostly 92.2 µM), for inactives: top-dose activity change, positive = activation, actives largely listed as activators; hit rate 0.063% among 320,000; AID 504706; H1299 p53-A138V BP100-luciferase reporter, luminescence, 24 h; further: potency means the concentration at half of the fitted maximal effect; % of control where 0% means no effect; nearly all actives have a fitted effect of over 45% in size
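p53-null H1299 cells stably carrying temperature-sensitive p53-A138V and a BP100-luciferase reporter were pinned with compounds (4-point, 1:5 series) and held 24 hrs at 37 deg C. Luminescence was read 10 min after detection reagent.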
FLuc modulator: counter-screen for miR-21 project: firefly luciferase inhibitors or activators. purified FLuc, Km substrates, luminescence inhibition. Potency, µM (titrated, usually from 57.5 µM), for inactives: at the highest dose activity change, negative = inhibition, usual class: inhibitors. hit rate 6.9% among 360,000. AID 588342;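 further: potency means the concentration at half of the fitted maximal effect; plate controls were vehicle for no effect and reference inhibitor for full effect; nearly all actives have a fitted effect of over 55% in size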
Target sequence (P08659 whole entry, looked up): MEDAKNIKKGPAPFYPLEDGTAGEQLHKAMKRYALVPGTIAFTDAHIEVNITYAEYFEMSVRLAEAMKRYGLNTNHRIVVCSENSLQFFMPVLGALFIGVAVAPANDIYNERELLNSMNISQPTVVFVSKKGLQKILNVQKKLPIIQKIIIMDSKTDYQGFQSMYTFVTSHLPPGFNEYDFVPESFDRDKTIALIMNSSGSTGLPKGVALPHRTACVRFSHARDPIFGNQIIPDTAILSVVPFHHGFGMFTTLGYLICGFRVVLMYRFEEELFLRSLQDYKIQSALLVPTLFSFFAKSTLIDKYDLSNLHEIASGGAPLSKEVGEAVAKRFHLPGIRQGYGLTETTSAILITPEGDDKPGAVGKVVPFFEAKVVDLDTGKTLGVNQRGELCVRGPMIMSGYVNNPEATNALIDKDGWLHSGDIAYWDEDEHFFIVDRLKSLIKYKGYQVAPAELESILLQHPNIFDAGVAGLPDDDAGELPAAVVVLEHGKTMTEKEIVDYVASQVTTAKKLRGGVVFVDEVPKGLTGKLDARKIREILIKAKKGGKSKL
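Purified P. pyralis luciferase (10nM final) with 10uM D-luciferin and 10uM ATP (Km levels) in 50mM Tris acetate pH 7.5, 10mM Mg acetate, 0.01% Tween-20, 0.05% BSA; qHTS 6-point titration, ~60 µM downward; luminescence read.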
Gal4-VP16 FLuc: inhibits Gal4-VP16 luciferase reporter, ROR gamma counter-screen; Potency, µM (doses to about 53.6 µM), without a hit: at the highest dose activity, negative = inhibition, actives largely listed as inhibitors; hit rate 3.5% among 310,000; Drosophila S2 Gal4-VP16 UAS-luciferase, luminescence, 20 h;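 further: Gal4-VP16 expression switched on by copper sulfate through the metallothionein promoter; potency means the concentration at half of the fitted maximal effect; on the % scale 0 is the no-effect control and ±100 the full control effect; nearly all actives have a fitted effect of over 50% in size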
Tb PFK block: blocks T. brucei phosphofructokinase | T. brucei PFK, ADP-Glo luminescence | Potency, µM (titrated, usually from 57.5 µM), for inactives: at the top dose activity, negative = inhibition, usual class: inhibitors | hit rate 0.17% among 330,000;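 further: potency means the concentration at half of the fitted maximal effect; 0% = uninhibited 1x PFK enzyme wells and -100% = no-enzyme wells; nearly all actives have a fitted effect of over 60% in size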
Target sequence (O15648 whole entry, looked up): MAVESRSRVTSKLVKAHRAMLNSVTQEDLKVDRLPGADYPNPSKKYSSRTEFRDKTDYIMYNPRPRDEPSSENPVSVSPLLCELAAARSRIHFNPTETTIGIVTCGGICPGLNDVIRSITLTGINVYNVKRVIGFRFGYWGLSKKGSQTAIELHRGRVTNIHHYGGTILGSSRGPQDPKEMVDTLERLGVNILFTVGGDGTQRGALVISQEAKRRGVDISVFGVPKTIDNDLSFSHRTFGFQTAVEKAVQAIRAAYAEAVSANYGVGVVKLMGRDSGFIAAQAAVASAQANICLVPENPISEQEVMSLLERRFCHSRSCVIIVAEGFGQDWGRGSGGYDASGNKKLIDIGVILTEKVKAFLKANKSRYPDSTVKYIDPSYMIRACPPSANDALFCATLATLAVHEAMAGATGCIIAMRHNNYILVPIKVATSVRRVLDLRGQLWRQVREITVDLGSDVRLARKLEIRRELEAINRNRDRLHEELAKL
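PFK 1.25 nM, F6P 0.5 mM, ATP 0.1 mM, 0.1 M TEA pH 8.0, 5 mM MgCl2, 0.01% Tween20, 0.1% BSA; 45 min RT. ADP-Glo readout. qHTS titration up to 57 uM; curves fitted, compounds curve-classed.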
BRCA1 expr up: activators of BRCA1 expression | MCF7-BRCA1-FFLuc reporter, luminescence, 48 h; response scale: scaled: vehicle 0%, 10 µM genistein 100% | Potency, µM (top dose mostly 46.1 µM), without a hit: top-dose activation, most hits filed as activators | hit rate 1.1% among 380,000; further: potency means the concentration at half of the fitted maximal effect; nearly all actives have a fitted effect of over 80% in size; some results filed as inactive show a strong effect at the top dose
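Luminescence from a BRCA1-driven firefly luciferase in MCF7 cells was read after 48 h compound exposure at 37 C. Data normalized against DMSO and a 10microM genistein activation control, then curve-fitted across the titration.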
RORgamma inh: blocks mouse ROR gamma transcriptional activity; Drosophila S2 Gal4-RORgamma UAS-luciferase reporter, 20 h; Potency, µM (series often up to 53.6 µM), without a hit: at the top dose activity change, negative = inhibition, usual class: inhibitors; hit rate 5.4% among 310,000; P51450; AID 2551; further: potency means the concentration at half of the fitted maximal effect; on the % scale 0 is the no-effect control and ±100 the full control effect; nearly all actives have a fitted effect of over 60% in size
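Luciferase reporter read in Schneider cells carrying Gal4-RORγ (mouse) and UAS-Photinus luciferase; cells given compound 1 h before 700 uM copper sulfate induction, then incubated 20 h at ambient temperature.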
TRPV1 ag: agonists of human vanilloid receptor 1 (TRPV1); Q8NER1; TRPV1-expressing cells, Fluo-8 calcium influx, agonist mode; activation, % at 8.33 µM; hit rate 0.19% among 320,000; AID 540275; in the data active means activation above about 80%; inconclusive means between about 30% and that limit; further: 0% is about no effect
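TRPV1-expressing cells were cultured overnight at 35.5C and loaded with Fluo-8 calcium dye for 40 to 90 min at room temperature. After a 10 s baseline, compound was added and calcium influx was read kinetically for 3 min (ex 480/em 520 nm).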
NPC1 promoter act: activates the NPC1 promoter; Huh7 NPC1 promoter luciferase reporter, 24 h; Potency, µM (highest dose often 9.22 µM), inactives show top-dose activation, usual class: activators; hit rate 2.4% among 320,000;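 further: potency means the concentration at half of the fitted maximal effect; % of control where 0% means no effect; nearly all actives have a fitted effect of over 60% in size; reporter is driven by a mutant NPC1 promoter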
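Compounds in DMSO were transferred onto Huh7 NPC1-luciferase reporter cells pre-incubated 2 h; after 24 h at 37 °C, Amplite reagent was dispensed and luminescence recorded 10 min later.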
ELG1 genotox: genotoxicity induction in ELG1-luciferase HEK293T cells; Potency, µM (series often up to 46 µM), inactives show top-dose activity change, positive = activation, hits mostly activators; HEK293T ELG1-luciferase reporter, luminescence, 16 h; hit rate 1.3% among 330,000; AID 504466; further: potency means the concentration at half of the fitted maximal effect; % of control where 0% means no effect; nearly all actives have a fitted effect of over 60% in size
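Quantitative HTS format in 1536-well plates. HEK293T ELG1-luciferase reporter cells receive test compound and are incubated 16 hr at 37 °C, 5% CO2; ONE-Glo added, 30 min room temperature, then luminescence read.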
Starred values were filed as active, the others as inactive; ? = inconclusive; . = not tested or not shown; [ ] = another dose, or the depositor's remark. Unless noted, the call rests on the fitted dose curve; in most records, active means well fitted curve in the direction sought with a large enough effect; inconclusive means small, poorly fitted or top-dose-only effect, or another doubt; inactive means no such curve, though single readings can be large; an effect the other way counts as inactive or inconclusive.

1. CN(CC(=O)NCCc1ccc(F)cc1)Cc1cccs1
2. COc1ccc(C2=CSC3=NCCN23)cc1Cl
3. Cc1cc(NC(=O)CSc2ncnc3ccccc23)no1
4. O=C(NCCCn1ccnc1)c1cc(-c2ccccc2)on1
5. O=C(Nc1c2c(nc3c1CCC3)CCCC2)c1ccccn1
6. COC(=O)C1=C(C)N(Cc2ccc(OC)cc2)C(=O)C1
7. O=C(CSCc1ccc(Cl)cc1)Nc1ccc(Br)cc1C(=O)O
8. O=C(CCc1nnc2n(Cc3ccc(F)cc3)c(=O)c3ccccc3n12)N1CCN(c2ccccn2)CC1
Compound	1	2	3	4	5	6	7	8
ELG1 repair inh	?	-1%	1%	?	2%	-20%	-7%	15µM*
Rab9 promoter act	25%	-4%	2%	4µM*	2%	0%	-2%	-3%
p53 reactivation	0%	.	-3%	18%	-8%	-3%	2%	-5%
FLuc modulator	0%	5%	0%	?	-17%	4%	-11%	2%
Gal4-VP16 FLuc	28%	8%	-7%	-5%	-3%	?	-17%	-11%
Tb PFK block	1%	2%	3%	0%	8%	-10%	0%	-4%
BRCA1 expr up	85%	-5%	4%	-45%	-21%	10%	-54%	-22%
RORgamma inh	?	-30%	7.9µM*	-11%	-40%	?	-11%	-2%
TRPV1 ag	20	2	-1	0	9	-5	-1	4
NPC1 promoter act	7%	1%	3%	?	-2%	3%	0%	-5%
ELG1 genotox	4%	5%	-2%	15µM*	0%	-2%	0%	-2%[9.26 µM]

9. Cc1ccc(/C=C/C(=O)OCC(=O)NCCN2C(=O)CSC2=O)cc1
10. CC1(c2ccccc2)NC(=O)N(CC(=O)Nc2ccc(Cl)c(S(=O)(=O)N3CCCCC3)c2)C1=O (centres undefined)
11. CCn1nnc2cc(C(=O)N(CCOC)CC(=O)Nc3cccc(C)c3C)ccc21
12. Fc1ccc(N=c2ssnc2Cl)c(F)c1
13. COc1ccc(CC2S/C(=N/N=C/c3ccc(O)cc3)NC2=O)cc1 (centres undefined)
14. Cn1cc(C(=O)N/N=C/c2cccs2)c2ccccc21
15. COc1ccccc1Cn1c(=S)[nH]c2cc(C(=O)NCC(OC)OC)ccc2c1=O
16. CC1=CC(C)C2(CO)COC(c3ccccc3O)C1C2C (centres undefined)
Compound	9	10	11	12	13	14	15	16
ELG1 repair inh	6%	13%	6%	?	?	?	?	-1%
Rab9 promoter act	-8%	2%	-4%	4%	?	?	2%	-1%
p53 reactivation	2%	-3%	20%	11%	-1%	0%	-3%	-5%
FLuc modulator	-1%	0%	.	19µM*	0.43µM*	15µM*	0%	2%
Gal4-VP16 FLuc	-12%	-11%	.	?	-5%	?	?	-1%
Tb PFK block	-3%	-5%	0%	?	-1%	-6%	1%	2%
BRCA1 expr up	28%	-72%	7%	-2%	45%	-14%	-21%	-10%
RORgamma inh	3%	7%	.	?	-32%	10µM*	-7%	-16%
TRPV1 ag	-3	11	-2	-2	1	0	6	0
NPC1 promoter act	1%	-1%	0%	-1%	28%	?	-2%	1%
ELG1 genotox	-2%	-14%	-3%	-6%	?	?	-8%	-5%

17. COc1ccc(OC)c(CNC(=O)c2ccc(C)c(NC(=O)C3=C(C)OCCS3)c2)c1
18. COc1ccc(C(=O)Nc2ccccc2C(=O)NCCCn2ccnc2)cc1
19. Cc1ccccc1OCCCSc1nc2ccccc2[nH]1
20. Cc1ccc2[nH]c3c(c2c1)CCC3=O
21. Cc1cccc(NC(=O)c2sc(NC(=O)COc3ccccc3)c(C#N)c2C)c1C
22. COc1ccc(S(=O)(=O)N2CCC(C(=O)NCCN3CCOCC3)CC2)cc1OC
23. COc1ccc(C(=O)Nc2c(Cl)cc(Cl)cc2C(=O)NCc2ccco2)cc1
24. O=C(CC(C(=O)O)c1ccccc1)c1cccs1 (centres undefined)
Compound	17	18	19	20	21	22	23	24
ELG1 repair inh	-17%	3%	-10%	?	-3%	-5%	-22%	16%
Rab9 promoter act	-1%	2%	3%	0%	9%	-1%	-3%	8%
p53 reactivation	-2%	8%	?	0%	0%	6%	-1%	-2%
FLuc modulator	-2%	?	24µM*	-2%	-1%	2%	-2%	3%
Gal4-VP16 FLuc	-2%	-13%	?	3%	1%	6%	-29%	-2%
Tb PFK block	-4%	1%	4%	3%	1%	0%	-4%	1%
BRCA1 expr up	-9%	-3%	-21%	-22%	16%	-12%	-15%	-4%
RORgamma inh	1%	10%	?	-10%	0%	5%	?	5%
TRPV1 ag	2	14	?	17	-2	1	-1	-5
NPC1 promoter act	-2%	6%	0%	2%	-1%	-3%	5%	0%
ELG1 genotox	-1%	6%	0%	?	-1%	-4%	-3%	-2%

Compound profiles, as listed above. Order of screens: ELG1 repair inh	Rab9 promoter act	p53 reactivation	FLuc modulator	Gal4-VP16 FLuc	Tb PFK block	BRCA1 expr up	RORgamma inh	TRPV1 ag	NPC1 promoter act	ELG1 genotox
Cc1cccc(NC(=O)c2sc(NC(=O)COc3ccccc3)c(C#N)c2C)c1C across the screens: -3%	9%	0%	-1%	1%	1%	16%	0%	-2	-1%	-1%
COc1ccc(OC)c(CNC(=O)c2ccc(C)c(NC(=O)C3=C(C)OCCS3)c2)c1 across the screens: -17%	-1%	-2%	-2%	-2%	-4%	-9%	1%	2	-2%	-1%
Cc1ccc2[nH]c3c(c2c1)CCC3=O across the screens: ?	0%	0%	-2%	3%	3%	-22%	-10%	17	2%	?
COc1ccc(C(=O)Nc2ccccc2C(=O)NCCCn2ccnc2)cc1 across the screens: 3%	2%	8%	?	-13%	1%	-3%	10%	14	6%	6%
COc1ccc(S(=O)(=O)N2CCC(C(=O)NCCN3CCOCC3)CC2)cc1OC across the screens: -5%	-1%	6%	2%	6%	0%	-12%	5%	1	-3%	-4%

Carrying on:
25. O=C(/C=C/c1cccs1)NNC(=O)c1cccc([N+](=O)[O-])c1
26. CCOP(=O)(OCC)C(Nc1ccc(OC)cc1)c1ccco1 (centres undefined)
27. Cc1nnsc1C(=O)N(Cc1ccccc1)C(C)C
28. O=C1C=C(c2ccc(Cl)c(C(F)(F)F)c2)C[C@@H](c2ccc(F)cc2)C1
29. O=C1CC[C@@]23CCCN2C(=O)CCCC3C1 (some centres undefined)
30. Cc1ccc(/C=N/N=C2/NC(=O)C(CC(=O)Nc3ccccc3)S2)o1 (centres undefined)
31. Cc1cccc(C(=O)N[C@H](C(=O)OCC(=O)NC(=O)c2cccn2C)C(C)C)c1
32. O=C(Cc1ccccc1)Nc1nc(-c2cccc([N+](=O)[O-])c2)cs1
33. CCCC(=O)NC(C)c1nc2ccccc2n1C(C)C (centres undefined)
34. COc1ccc(C2Nc3ccccc3NC3=C2C(=O)CC(C)(C)C3)c(OC)c1OC (centres undefined)
35. Cc1cccc(-c2cc3c(N=O)c4ccccc4c-3n[nH]2)c1
Compound	25	26	27	28	29	30	31	32	33	34	35
ELG1 repair inh	?	-22%	13%	?	?	7%	-13%	12%	20%	11%	?
Rab9 promoter act	.	10%	-12%	-5%	.	-8%	-14%	-3%	-1%	-6%	1.3µM*
p53 reactivation	12%	0%	-1%	21%	-1%	0%	8%	9%	-1%	-2%	8%
FLuc modulator	.	-1%	-2%	1%	.	4%	-3%	3%	4%	0%	0.54µM*
Gal4-VP16 FLuc	.	-2%	-2%	.	1%[96.6 µM]	-5%[10 µM]	-2%	-3%	23%	19%	5%
Tb PFK block	1%	-2%	1%	5%	-1%	-5%	-2%	-9%	-12%	-3%	-4%
BRCA1 expr up	-29%	1%	-7%	-47%	13%	14%	17%	14%	0%	-31%	-4%
RORgamma inh	.	17%	-17%	.	12%[96.6 µM]	11µM*	2%	11%	7%	5%	8%
TRPV1 ag	.	-4	3	?	.	0	-3	28	10	-1	?
NPC1 promoter act	.	0%	-1%	-4%	.	-3%	-1%	-2%	-3%	-1%	0.71µM*
ELG1 genotox	0%	-12%	3%	-2%	-2%	7%	0%	4%	7%	5%	?

High-throughput results from PubChem.
